FN deposit inh: fibronectin deposition inhibition; AH1F fibroblasts, Alexa488-fibronectin deposition fluorescence, overnight; inhibition, % at 12.6 µM; hit rate 0.086% among 350,000; AID 743247;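 active = mean inhibition across replicates of 30% or more, regardless of how many single replicates reach that level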;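 note: positive control wells lacked labelled fibronectin entirely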
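Material: AH1F fibroblast monolayer depositing Alexa488-labelled fibronectin into matrix / Amount: 10000 AH1F cells per well / Signal: fluorescence 485/525 nm / Medium: DMEM, 2% serum / Compound: single dose, pinned / Incubation: 1 h cell adhesion before compound, then overnight fibronectin incubation / Reagent: Alexa488-FN, 24 nM final / Read-out: inhibition of fibronectin deposition signal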
PGC1a acetyl inh: lowers PGC1a acetylation signal in U2OS cells | AlphaScreen anti-acetyl-lysine; with virally co-expressed GCN5 acetyltransferase | inhibition, % at 15.6 µM | hit rate 0.17% among 350,000;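 active = every replicate shows inhibition of at least 40%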;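 note: 0% = neutral control wells and 100% = positive control wells; some results beyond the cut were filed as inactive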
miR-122 sensor: blocks miR-122 activity in Huh7 sensor cells. Huh7 miR-122 Renilla luciferase sensor, 48 h; neutral wells = 0, positive control = 100. activation (reporter increase), % at 12.5 µM. hit rate 0.3% among 340,000. AID 602342;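 active = mean replicate activation score at least 90 and every replicate individually at or above 90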;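 note: higher luciferase means less miR-122 activity so hits act as miR-122 inhibitors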
C2C12 statin: protects C2C12 myotubes from simvastatin toxicity. ATP luminescence, 48 h; scaled: DMSO 0, geranylgeraniol control 100. rescue of ATP level, % at 7.49 µM. hit rate 0.78% among 330,000. AID 602340;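 active = mean ATP rescue above about 67%, or every replicate alone reaching that limit, limit read from the data, passing the limit was not always enough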;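 note: myotubes were challenged with 10 µM simvastatin during compound exposure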
F508del corr: correctors of CFTR F508del function in bronchial epithelial cells | hit rate 0.36% among 350,000 | AID 720511 | CFBE cells, YFP halide quenching; stimulated with forskolin plus potentiator P3; % fluorescence drop versus neutral controls | activity (quench increase), % at 7.58 µM;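 active = mean added fluorescence quench of at least 8% versus neutral control, with both replicates also reaching 8%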;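 note: cells transiently co-express mutant CFTR-F508del with the halide-sensitive YFP; corrector assay measuring rescue of mutant channel to the surface after 24 h compound exposure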
PglD DTNB: inhibitors of Campylobacter jejuni PglD acetyltransferase; purified PglD enzyme, DTNB colorimetric CoA detection; inhibition, % at 12.5 µM; hit rate 0.098% among 360,000; in the data active = inhibition above about 16%, passing the limit was not always enough; note: strong numbers were not always called active
INS-1E GSIS act: primary screen for activators of insulin secretion dependent on glucose, INS-1E cells, GLuc reporter luminescence; INS-1E GLuc reporter insulin secretion, 2-3 h; activation, % at 16.6 µM; hit rate 0.61% among 370,000; AID 743287;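 active = lowest replicate activation of at least 40%, so every replicate reaches that level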;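 note: 0% = median of neutral control wells and 100% = median of IBMX positive control wells; some compounds called inactive have numbers as strong as hits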
Cneo AK release: Cryptococcus neoformans lysis via adenylate kinase release; C. neoformans lysis, adenylate kinase release luminescence, 4 h; normalised: neutral wells 0, clomiphene wells 100; lysis activity, % at 15 µM; hit rate 0.2% among 360,000;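 active = mean lysis activity across replicates of at least 80%, whatever share of replicates individually reach that level; inactive = mean lysis activity below 80%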
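Material – Cryptococcus neoformans yeast cells · Quantity – 5 × 10^6 yeast cells/mL · Buffer or medium – YPD medium · Compound – single dose · Timing – 4 h static compound exposure, 37 °C, read 1 h post-reagent · Signal – adenylate kinase release luminescence · Read-out basis – lysis from increased AK signal · Benchmarks – Clomiphene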
* = called active by the depositor; . = not tested or not shown; [ ] = dose if it differs, or a comment.

The first 5 entries (preview)
SMILES	FN deposit inh	PGC1a acetyl inh	miR-122 sensor	C2C12 statin	F508del corr	PglD DTNB	INS-1E GSIS act	Cneo AK release
COc1ccc(S(=O)(=O)Nc2ccc3c(c2)C(=O)N([C@H](C)CO)C[C@H](C)[C@@H](CN(C)Cc2ccncc2)O3)cc1	-15	3	1[16.7 µM]	-3	-1.8	8	-13	-2
O=C(Nc1ccc(Cl)cc1[N+](=O)[O-])c1ccc2c(c1)OCCO2	.	-1	-2	-14	1.0	4	3	0
O=C(N/C(=C/c1cccc([N+](=O)[O-])c1)C(=O)N1CCCCCC1)c1cccs1	5	.	46	.	0.7	-6	.	4
Nc1nc(CN2CCN(c3ccccn3)CC2)nc(Nc2ccc(F)cc2)n1	.	-9	1	4	.	3	.	5
CCC1(c2ccccc2)NC(=O)N(CC(=O)NCc2ccc(C)cc2)C1=O (stereo unspecified)	-4	.	8	3	-0.4	3	-14	-3

The listing (from the top)
SMILES	FN deposit inh	PGC1a acetyl inh	miR-122 sensor	C2C12 statin	F508del corr	PglD DTNB	INS-1E GSIS act	Cneo AK release
COc1ccc(S(=O)(=O)Nc2ccc3c(c2)C(=O)N([C@H](C)CO)C[C@H](C)[C@@H](CN(C)Cc2ccncc2)O3)cc1	-15	3	1[16.7 µM]	-3	-1.8	8	-13	-2
O=C(Nc1ccc(Cl)cc1[N+](=O)[O-])c1ccc2c(c1)OCCO2	.	-1	-2	-14	1.0	4	3	0
O=C(N/C(=C/c1cccc([N+](=O)[O-])c1)C(=O)N1CCCCCC1)c1cccs1	5	.	46	.	0.7	-6	.	4
Nc1nc(CN2CCN(c3ccccn3)CC2)nc(Nc2ccc(F)cc2)n1	.	-9	1	4	.	3	.	5
CCC1(c2ccccc2)NC(=O)N(CC(=O)NCc2ccc(C)cc2)C1=O (stereo unspecified)	-4	.	8	3	-0.4	3	-14	-3
CCCCCC(=O)N1C[C@@H](n2cc(-c3ccc(F)cc3)nn2)[C@H](O)C[C@@H]1c1ccc(OC)cc1	2	-3	3	11	4.2	.	-12	.
Cc1ccc(N2CCN(/N=C/c3sccc3C)CC2)cc1	-2	2	-5	140*	.	-2	18	3
Cc1nn(C)cc1C(C(=O)NC1CCCCC1)N(C(=O)Cn1nnc2ccccc21)c1ccc(F)cc1 (stereo unspecified)	.	-11	-6	1	.	2	.	0
CO[C@H]1CN(C)C(=O)c2cc(NC(=O)C3CCCC3)ccc2OC[C@@H](C)N(C)C[C@@H]1C	0	.	-7[16.7 µM]	3	-0.8	-5	12	-2
CCCCNC(=O)c1ccc(N2CCOCC2)c(NS(=O)(=O)c2ccc(OC)cc2)c1	4	-39	-5	-11	.	-2	-12	-1
CS(=O)(=O)N1CC(=O)N2[C@@H](CO)[C@@H](c3ccc(Br)cc3)[C@@H]2C1	-10	1	.	.	0.9	.	8	.
COCc1cc(C)nc2sc(C(=O)Nc3ccccc3Br)c(N)c12	-15	.	-5	-8	1.1	6	14	-3
Cc1ccc(N2C(=O)NC(NC(=O)C3CC3)(C(F)(F)F)C2=O)cc1 (stereo unspecified)	10	17	-6	.	0.9	-7	3	-3
CO[C@@H]1CN(C)C(=O)c2ccc(NC(=O)c3ccc(Oc4ccccc4)cc3)cc2OC[C@@H](C)N(C(C)=O)C[C@H]1C	-4	-52	-6[16.7 µM]	-5	-1.2	.	-2	.
C[C@@H]1CCCCO[C@H](CN(C)C(=O)Nc2ccc(F)cc2)[C@@H](C)CN([C@@H](C)CO)C(=O)c2cc(NC(=O)Nc3ccccc3)ccc2O1	-13	7	5[16.7 µM]	15	-4.9	-3	-32	2
CCOc1ccc(N2CC(C(=O)NCCCN3CCOCC3)CC2=O)cc1 (stereo unspecified)	-14	.	6	.	.	-3	.	-1
CCN(CC)C(=O)CSCc1cnn(-c2ccccc2)c1-n1cccc1	-5	9	-1	4	.	-2	.	-1
C[C@@H]1CN([C@@H](C)CO)C(=O)c2cc(NC(=O)Cc3ccccc3)ccc2O[C@@H](C)CCCCO[C@@H]1CN(C)C(=O)Nc1ccccc1	-13	8	3[16.7 µM]	.	-0.9	-1	-5	-2
CN1CCN(c2nc(-c3ccccc3)cc(C(F)(F)F)n2)CC1	-6	10	-2	.	.	1	.	16
C[C@H](NC(=O)c1cc2cc(Cl)ccc2n1C)C(=O)N1CCC(C(=O)O)CC1	-4	8	1	1	1.1	-20	-3	0
O=C(c1ccc(F)cc1)N1CCN(c2ccc([N+](=O)[O-])cc2-n2cccc2)CC1	2	3	-4	.	-0.5	-10	-16	0
CN(C)C(=O)c1ccc(-c2ccc(C3[C@@H]4CN(C(=O)c5cnccn5)C[C@H]3N4)cc2)cc1 (stereo partly specified)	-3	-2	.	.	-2.9	.	-7	.
CCN(CC)CCCNC(=O)c1nn(-c2cccc(OC)c2)c(=O)c2ccccc12	.	1	10	.	.	-3	-6	0
CSCCC(NC=O)C(=O)NC(C)C(=O)O (stereo unspecified)	2	0	2	-7	-3.5	0	.	1
COc1cccc(CNc2ccccc2O)c1OCc1ccccc1F	.	-2	-4	96*	-2.5	5	-2	2
COCCCn1c(=NC(=O)c2ccccc2)c(C#N)cc2c(=O)n3cccc(C)c3nc21	-2	14	2	.	-6.8	3	.	-5
COc1cc(NC(=O)c2cccs2)c(OC)cc1NC(=O)Nc1ccc(F)cc1	-1	-4	-3	-2	.	-5	.	-1
CCn1nnnc1NC(=O)c1cccc(OC)c1	-12	11	-8	5	2.4	.	-2	-4
COC(=O)N/N=C\C=C\c1ccc2c(c1)OCO2	.	14	-2	.	.	1	.	-11
CC(=O)Nc1ccccc1Nc1nc(NCCO)nc(N2CCCC2)n1	10	.	.	2	-2.7	1	.	0
COc1ccccc1NC(=O)CSc1nnc(-c2ccoc2C)n1CC1CCCO1 (stereo unspecified)	-4	3	0	.	.	-3	.	0
C[C@H](CO)N1C[C@H](C)[C@@H](CN(C)S(=O)(=O)c2ccc(Cl)cc2)Oc2ccc(NC(=O)CCC(F)(F)F)cc2CC1=O	-4	-7	-4[16.7 µM]	30	-0.2	5	-24	3
CC(=O)c1ccc(N2CCN(C(=O)c3ccco3)C(C)C2)c(F)c1 (stereo unspecified)	4	4	-9	-7	.	-1	.	1
CCCNC(=O)N1C[C@H]2[C@@H](c3ccccc31)[C@@H](CO)N2C(=O)C1CCOCC1	.	8	-24[16.7 µM]	1	-1.5	0	5	-3
CC(C)NC(=O)N(C)C[C@H]1Oc2ccc(NS(=O)(=O)c3cn(C)cn3)cc2CC(=O)N([C@H](C)CO)C[C@H]1C	.	8	12[16.7 µM]	25	-1.3	0	12	-1
CC(C)NC(=O)Nc1ccc2c(c1)C(=O)N([C@H](C)CO)C[C@H](C)[C@@H](CN(C)C)O2	.	2	-2[16.7 µM]	2	1.7	0	15	-2
CCOCCc1nn2c(=O)cc(CSCC(=O)Nc3cc(C)cc(C)c3)nc2s1	2	-2	4	19	5.2	1	11	51
Fc1cccc(CN2CCN3CCCC3C2C2CCCCC2)c1 (stereo unspecified)	.	-2	5	129*	.	-2	.	10
Nc1ccn([C@@H]2O[C@H](CNC(=O)[C@@H](Cc3cn(COCc4ccccc4)cn3)NC=O)[C@@H](O)[C@H]2O)c(=O)n1	13	-2	0	6	0.9	.	15	.
O=C(CCCCn1c(=O)[nH]c2ccccc2c1=O)NCCC1=CCCCC1	-3	-20	14	7	.	-2	.	-2
CCOC(=O)c1ccc2c(c1)N(CC(=O)N1CCCC1)C(=O)C(C)(C)O2	7	.	-8	-1	.	-1	.	0
NC(=O)[C@@H]1CC2(CC(c3cccc(NC(=O)CC(c4ccccc4)c4ccccc4)c3)=NO2)CN1C(=O)[C@@H]1CCC(=O)N1 (stereo partly specified)	20	-3	-8	5	-2.1	-2	-4	1
Cc1ccc(S(=O)(=O)N[C@@H]2CC[C@@H](CCNC(=O)C3CCC3)O[C@@H]2CO)cc1	.	0	.	-1	0.6	1	7	1
C=CCn1c(SCC(=O)N2CCc3ccccc3C2)nc2sc(CC)cc2c1=O	-2	1	6	-10	.	-3	-16	-4
C[C@H]1CCCCO[C@H](CN(C)C(=O)C2CCCCC2)[C@@H](C)CN([C@@H](C)CO)C(=O)c2cc(NC(=O)Cc3ccccc3)ccc2O1	.	0	-10[16.7 µM]	80*	-0.6	-1	-27	0
COCCNC(=O)Cn1nc(C)c2ccccc2c1=O	.	8	-15	1	.	1	.	1
C[C@H](CO)N1C[C@H](C)[C@@H](CN(C)C(=O)Nc2ccc(F)cc2)Oc2cc(-c3ccc(F)cc3)ccc2S1(=O)=O	21	-2	16[16.7 µM]	-4	-1.6	.	-18	.
Clc1ccc(-n2cccc2)cn1	.	0	-9	0	-1.0	-2	7	0
CCO[C@@H]1OC(C(N)=O)=C[C@H](c2coc3ccccc3c2=O)[C@H]1CCCO	-4	-6	-3	3	-1.5	12	33	0
CCCCn1c(N)c(N(CC(C)C)C(=O)c2cc(-c3ccco3)nc3ccccc23)c(=O)[nH]c1=O	.	.	-5	-1	-9.3	.	8	.
COc1ccc(-n2ncc3c(=O)n(CC(=O)Nc4ccc(S(=O)(=O)N5CCOCC5)cc4)cnc32)cc1	-2	-1	-8	.	-3.2	-3	.	-2
O=C(Nc1ccnn1C1CCN(C(=O)c2c(F)cccc2F)CC1)C1CC1	.	.	.	0	0.7	-4	7	-1
CC(=O)c1ccc(N2CCN(C(=O)/C=C/c3ccc(S(=O)(=O)N4CCOCC4)cc3)CC2)cc1	1	1	.	.	2.4	.	-21	.
CC(C)NC(=O)Nc1ccc2c(c1)C(=O)N([C@@H](C)CO)C[C@H](C)[C@@H](CN(C)C(=O)Nc1ccccc1)OCCCC[C@@H](C)O2	-9	4	0[16.7 µM]	.	0.3	-1	-2	-1
O=C(C[C@@H]1CC[C@H](NC(=O)c2ccncc2)[C@@H](CO)O1)NCC1CC1	3	-1	.	0	0.9	2	9	-4
COc1cc(OC)c2c(-c3ccccc3)cc(C3CCCCC3)nc2c1	-5	10	4	-1	1.7	9	42*	0
Cc1ccc(S(=O)(=O)Nc2ccc3c(c2)C(=O)N([C@@H](C)CO)C[C@@H](C)[C@H](CN(C)C(=O)c2ccncc2)OCCCC[C@H](C)O3)cc1	-5	0	1[16.7 µM]	18	1.4	0	6	-1
N#C/C(=C\c1ccc(F)cc1)C(=O)Nc1ccccn1	2	2	.	-8	-1.4	-5	1	1
Cn1c(SCC(=O)NNC(=O)c2ccccc2O)nnc1-c1ccccc1	2	.	5	7	0.2	.	22	.
COc1ccc(NC(=O)Cn2nnc(-c3ccc(CN4CCOCC4)cc3)n2)c(OC)c1	-25	-5	0	4	.	3	.	1
Next results follow:
SMILES	FN deposit inh	PGC1a acetyl inh	miR-122 sensor	C2C12 statin	F508del corr	PglD DTNB	INS-1E GSIS act	Cneo AK release
COC(=O)c1ccc2nc(C)cc(Nc3ccccc3C)c2c1	.	-18	2	-3	-1.9	-7	5	1
CCN1CCN(c2ncnc3c2c(-c2ccccc2)cn3-c2ccc(F)cc2)CC1	-3	7	.	.	-2.2	.	13	.
CC(C)=CCN1CCN(C/C(Cl)=C/c2ccccc2)CC1CCO (stereo unspecified)	-8	-8	0	.	0.7	-4	-18	-1
C/C(=N\NC(=S)NC1CCCCC1)c1ccc(O)cc1	7	-12	0	-12	0.6	1	19	-2

Bioassay records deposited in PubChem BioAssay by Broad Institute.
